p-CIP stab down: p/CIP-EGFP fusion destabilizers, primary screen, fluorescence, F442A cells | Q05BA5 | 16 h | decrease of EGFP signal, % at 10 µM | 290,000 tested, 0.01% active;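 active means EGFP signal decrease of at least 30% at 10 µM or well 3 SD below plate mean, unless failing retest; inactive means the rest, including hits failing retest or dose response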; further: some compounds called inactive have numbers as strong as hits; many of its hits are not listed in these tables
MEKK3 PB1 HTS: modulators of MEKK3-MEK5 PB1 binding, primary screen, biochemical, wildtype MEKK3, multiplex bead flow cytometry, Alexa488-MEK5 | Mitogen-activated protein kinase kinase kinase 3 (Homo sapiens), Q99759 | bead-based flow cytometry, Alexa488-MEK5 binding to MEKK3; actives lie on both sides; 0 = blocked by unlabeled MEK5, 100 = vehicle | binding response (% of control), % at 10 µM | 290,000 tested, 1.4% active | AID 1529, 2009;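 active means binding response more than 3 SD above or below the average of its plate-row segment, actives on both sides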;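 further: Alexa488 bead fluorescence after subtracting the streptavidin-only scavenger bead signal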
Target sequence (Q99759 whole entry, looked up): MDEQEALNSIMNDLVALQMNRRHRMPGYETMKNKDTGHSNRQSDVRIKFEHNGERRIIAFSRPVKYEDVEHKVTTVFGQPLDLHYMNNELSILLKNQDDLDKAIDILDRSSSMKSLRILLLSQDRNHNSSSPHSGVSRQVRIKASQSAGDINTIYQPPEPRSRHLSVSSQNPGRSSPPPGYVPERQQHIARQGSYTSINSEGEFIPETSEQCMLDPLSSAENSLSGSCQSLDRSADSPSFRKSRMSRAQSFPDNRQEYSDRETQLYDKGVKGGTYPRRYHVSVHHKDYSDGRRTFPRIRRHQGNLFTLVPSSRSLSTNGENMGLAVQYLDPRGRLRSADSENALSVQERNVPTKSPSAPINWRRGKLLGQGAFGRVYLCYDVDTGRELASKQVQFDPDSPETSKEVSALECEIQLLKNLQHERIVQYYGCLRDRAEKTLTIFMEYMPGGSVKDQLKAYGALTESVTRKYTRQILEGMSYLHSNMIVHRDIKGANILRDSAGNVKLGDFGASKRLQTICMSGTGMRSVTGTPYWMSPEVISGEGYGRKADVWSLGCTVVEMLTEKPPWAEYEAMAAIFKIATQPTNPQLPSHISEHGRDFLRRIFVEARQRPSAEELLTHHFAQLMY
UBC9 SUMO inh: inhibitors of in vitro SUMOylation cascade, primary screen, biochemical, HTRF, uHTS; inhibition, % at 35 µM; 290,000 tested, 0.36% active; SUMO-conjugating enzyme UBC9 (Homo sapiens), P63279; HTRF SUMOylation assay, SAE1/SAE2 + UBC9; AID 2006, 2009; in the data active means inhibition above about 50%, passing the limit was not always enough; further: strong numbers were not always called active
Target sequence (P63279 whole entry, looked up): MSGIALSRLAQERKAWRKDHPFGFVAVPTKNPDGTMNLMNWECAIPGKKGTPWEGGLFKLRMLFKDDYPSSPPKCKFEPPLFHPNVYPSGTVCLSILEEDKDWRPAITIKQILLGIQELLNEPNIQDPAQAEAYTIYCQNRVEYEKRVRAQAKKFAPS
IDE cell activ: human IDE activators in live cells, primary screen, fluorescence polarization, HEK cells, FAbeta-B substrate. Insulin-degrading enzyme (Homo sapiens), P14735. FAbeta-B cleavage; 0% vehicle, 100% cell-free pure enzyme wells. activation, % at 5.96 µM. 340,000 tested, 0.073% active;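 active means activation above the mean of all tested compounds plus 3 SD, set per screening campaign, cut at about 17% in these data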
MEKK2wt PB1 HTS: modulators of MEK5 binding to wildtype MEKK2, primary screen, biochemical, multiplex bead flow cytometry, Alexa488-MEK5; AID 1531, 2009; Mitogen-activated protein kinase kinase kinase 2 (Homo sapiens), Q9Y2U5; 290,000 tested, 1.1% active; binding response (% of control), % at 10 µM; Alexa488-MEK5 binding to MEKK2 WT; actives lie on both sides; in the data active means binding response below about 67% or above about 130%
MEKK2mut PB1 HTS: MEK5 binding signal on mutant MEKK2 PB1, primary screen, biochemical, multiplex bead flow cytometry, Alexa488-MEK5; AID 1530, 2009; 290,000 tested, 0.35% active; percent response, % at 10 µM; Alexa488-MEK5 binding to MEKK2 mutant; in the data active means percent response above about 24%, passing the limit was not always enough; further: inactives centre near 1; some results filed as inactive read as strong as hits; reference of the scale not given here
M18AAP inhibitor: PfM18AAP inhibitors, malaria aminopeptidase, primary screen, biochemical, QFRET, recombinant enzyme. H-Glu-NHMec fluorogenic cleavage. inhibition, % at 7.35 µM. 290,000 tested, 1.2% active. M18 aspartyl aminopeptidase (Plasmodium falciparum 3D7);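 active means inhibition above the campaign mean inhibition over all tested compounds plus 3 SD, cut at about 28% in these data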;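 further: 0% = plate median of test compound wells and 100% = 2 mM ZnCl2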
NALP1 inh: NALP1 inflammasome inhibitors in reconstituted yeast, colorimetric, S. cerevisiae, triplicate retest. inhibition, % at 10 µM. 280,000 tested, 0.61% active. S. cerevisiae NALP1/ASC/caspase-1 growth, X-gal OD620, 72 h. AID 2071, 2009; in the data active means inhibition mostly above about 24%, no sharp cut-off; inactive means mostly below about 32%; further: some compounds called inactive have numbers as strong as hits
IDE inh: human IDE inhibitors in live cells, primary screen, fluorescence polarization, HEK cells, FAbetaB substrate. FAbetaB cleavage. 320,000 tested, 0.41% active. Insulin-degrading enzyme (Homo sapiens), P14735. inhibition, % at 5.59 µM;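 active means percent inhibition above the average of all tested compounds plus 3 SD, set per screening campaign, cut at about 16% in these data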;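 further: IDE supplied by intact live HEK cells; FP after avidin binding of uncleaved biotin substrate so inhibition keeps polarization high; 0% = DMSO wells and 100% = 60 µM reference IDE inhibitor Ii1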
Starred values were filed as active, the others as inactive. An excerpt, so the mix of outcomes need not match the whole.

What do the screens show for `CCN(C(=O)c1cnc(OC)cc1C(F)(F)F)c1ccc(Cl)cc1`?
p-CIP stab down: -9; MEKK3 PB1 HTS: 95; UBC9 SUMO inh: 7; IDE cell activ: -2; MEKK2wt PB1 HTS: 94; MEKK2mut PB1 HTS: -16; M18AAP inhibitor: -13; NALP1 inh: 21; IDE inh: 8

What do the screens show for `COc1cc(/C=C/C(=O)N2CCN(c3n[nH]c(=O)[nH]c3=O)CC2)cc(OC)c1OC`?
p-CIP stab down: 2; MEKK3 PB1 HTS: 104; UBC9 SUMO inh: 9; IDE cell activ: 5; MEKK2wt PB1 HTS: 107; MEKK2mut PB1 HTS: 5; M18AAP inhibitor: 2; NALP1 inh: -1; IDE inh: -3

What do the screens show for `CC(C)n1c(SCC(N)=O)nc2c1c(=O)n(C)c(=O)n2C`?
p-CIP stab down: 7; MEKK3 PB1 HTS: 101; UBC9 SUMO inh: -2; IDE cell activ: 2; MEKK2wt PB1 HTS: 98; MEKK2mut PB1 HTS: -1; M18AAP inhibitor: -4; NALP1 inh: 14; IDE inh: 1

Results for O=C(c1ccc(COc2c(F)c(F)c(F)c(F)c2F)o1)N1CCOCC1 ?
p-CIP stab down: 9; MEKK3 PB1 HTS: 109; UBC9 SUMO inh: 0; IDE cell activ: 3; MEKK2wt PB1 HTS: 108; MEKK2mut PB1 HTS: 11; M18AAP inhibitor: 2; NALP1 inh: -5; IDE inh: 1

How did O=C(Nc1ccc(S(=O)(=O)Nc2ncccn2)cc1)c1ccccc1 do in these assays?
p-CIP stab down: -6; MEKK3 PB1 HTS: 100; UBC9 SUMO inh: 14; IDE cell activ: -3; MEKK2wt PB1 HTS: 103; MEKK2mut PB1 HTS: 6; M18AAP inhibitor: -1; NALP1 inh: -12; IDE inh: 3

Results for COc1ccccc1COCC(O)CN(Cc1ccco1)Cc1ccccc1O (stereo unspecified) ?
p-CIP stab down: -1; MEKK3 PB1 HTS: 98; UBC9 SUMO inh: -8; IDE cell activ: 0; MEKK2wt PB1 HTS: 98; MEKK2mut PB1 HTS: 0; M18AAP inhibitor: 6; NALP1 inh: 8; IDE inh: 2

Results for O=C(Nc1ccccc1C(=O)NCCN1CCOCC1)c1cccc([N+](=O)[O-])c1 ?
p-CIP stab down: -12; MEKK3 PB1 HTS: 103; UBC9 SUMO inh: 18; IDE cell activ: 1; MEKK2wt PB1 HTS: 108; MEKK2mut PB1 HTS: 8; M18AAP inhibitor: 3; NALP1 inh: 14; IDE inh: 4

Results for COc1cccc(CN2CCNC(=O)C2CC(=O)NCc2cn3cccc(C)c3n2)c1OC (stereo unspecified) ?
p-CIP stab down: -17; MEKK3 PB1 HTS: 100; UBC9 SUMO inh: 27; IDE cell activ: -2; MEKK2wt PB1 HTS: 105; MEKK2mut PB1 HTS: 1; M18AAP inhibitor: 1; NALP1 inh: 1; IDE inh: 6

How did O=C(CCNS(=O)(=O)c1ccccc1C(F)(F)F)NCc1ccc2c(c1)OCO2 do in these assays?
p-CIP stab down: 5; MEKK3 PB1 HTS: 101; UBC9 SUMO inh: 7; IDE cell activ: 3; MEKK2wt PB1 HTS: 94; MEKK2mut PB1 HTS: 0; M18AAP inhibitor: 12; NALP1 inh: 12; IDE inh: 0

What do the screens show for `Cc1cc(NC(=O)CSc2nnnn2-c2cc(Cl)ccc2C)no1`?
p-CIP stab down: -17; MEKK3 PB1 HTS: 104; UBC9 SUMO inh: -1; IDE cell activ: 4; MEKK2wt PB1 HTS: 106; MEKK2mut PB1 HTS: 3; M18AAP inhibitor: -8; NALP1 inh: 12; IDE inh: 0

Results for CC(NC(=O)c1cccc(S(=O)(=O)N2CCN(Cc3ccccc3)CC2)c1)c1ccc(Br)cc1 (stereo unspecified) ?
p-CIP stab down: 12; MEKK3 PB1 HTS: 103; UBC9 SUMO inh: -22; IDE cell activ: 3; MEKK2wt PB1 HTS: 107; MEKK2mut PB1 HTS: 1; M18AAP inhibitor: -2; NALP1 inh: 18; IDE inh: -6

Results for CN(/N=C/c1ccccc1O)C(=S)c1ccccc1 ?
p-CIP stab down: 3; MEKK3 PB1 HTS: 90; UBC9 SUMO inh: -5; IDE cell activ: 1; MEKK2wt PB1 HTS: 97; MEKK2mut PB1 HTS: -1; M18AAP inhibitor: 23; NALP1 inh: 13; IDE inh: 1

What do the screens show for `CCCc1cc(=O)[nH]c(SCC(=O)N2CCC(C)CC2)n1`?
p-CIP stab down: -3; MEKK3 PB1 HTS: 102; UBC9 SUMO inh: 0; IDE cell activ: 0; MEKK2wt PB1 HTS: 103; MEKK2mut PB1 HTS: 4; M18AAP inhibitor: -3; NALP1 inh: 15; IDE inh: -3

Results for CC(C)(C)NC(=O)C(c1ccncc1)N(C(=O)Cn1nnc(-c2ccc(F)cc2)n1)c1ccccc1 (stereo unspecified) ?
p-CIP stab down: -19; MEKK3 PB1 HTS: 99; UBC9 SUMO inh: 13; IDE cell activ: 3; MEKK2wt PB1 HTS: 86; MEKK2mut PB1 HTS: -11; M18AAP inhibitor: 3; NALP1 inh: 19; IDE inh: -6

Results for COc1ccc(CCC(=O)Nc2ccc(S(=O)(=O)N3CCOCC3)cc2)cc1 ?
p-CIP stab down: -10; MEKK3 PB1 HTS: 98; UBC9 SUMO inh: 12; IDE cell activ: -5; MEKK2wt PB1 HTS: 96; MEKK2mut PB1 HTS: 3; M18AAP inhibitor: -3; NALP1 inh: 13; IDE inh: -6

Results for CC(C)OC(=O)CC(=O)CSc1nc(-c2ccc(F)cc2)cc(-c2ccccc2)c1C#N ?
p-CIP stab down: -11; MEKK3 PB1 HTS: 102; UBC9 SUMO inh: 8; IDE cell activ: -4; MEKK2wt PB1 HTS: 108; MEKK2mut PB1 HTS: 6; M18AAP inhibitor: 2; IDE inh: 1

Results for Cc1cc(OCC(O)CN2CCc3ccccc3C2)cc(C(C)C)c1 (stereo unspecified) ?
p-CIP stab down: -10; MEKK3 PB1 HTS: 102; UBC9 SUMO inh: -8; IDE cell activ: 2; MEKK2wt PB1 HTS: 110; MEKK2mut PB1 HTS: 6; M18AAP inhibitor: -10; NALP1 inh: 26; IDE inh: -2

How did Cc1cc(C)nc(SCc2cc(=O)c(OC(=O)c3ccc(Br)o3)co2)n1 do in these assays?
p-CIP stab down: 1; MEKK3 PB1 HTS: 128*; UBC9 SUMO inh: 18; IDE cell activ: 4; MEKK2wt PB1 HTS: 109; MEKK2mut PB1 HTS: 1; M18AAP inhibitor: -3; NALP1 inh: 42; IDE inh: 5

Results for CCOC(=O)C1(CCSC)NC(c2ccco2)C2C(=O)N(CC)C(=O)C21 (stereo unspecified) ?
p-CIP stab down: -4; MEKK3 PB1 HTS: 100; UBC9 SUMO inh: -11; IDE cell activ: 8; MEKK2wt PB1 HTS: 94; MEKK2mut PB1 HTS: 2; M18AAP inhibitor: -1; NALP1 inh: -21; IDE inh: -2

How did S=C(NC1CCCCC1)NC1CC2C=CC1C2 (stereo unspecified) do in these assays?
p-CIP stab down: 0; MEKK3 PB1 HTS: 104; UBC9 SUMO inh: 3; MEKK2wt PB1 HTS: 102; MEKK2mut PB1 HTS: 8; M18AAP inhibitor: -5; IDE inh: -7

How did O=C(C1=C[C@H](c2csc3ccccc23)C[C@H](OCc2ccc(CO)cc2)O1)N1CCN(Cc2ccc3c(c2)OCO3)CC1 do in these assays?
p-CIP stab down: -1; MEKK3 PB1 HTS: 98; UBC9 SUMO inh: -3; IDE cell activ: 1; MEKK2wt PB1 HTS: 100; MEKK2mut PB1 HTS: -1; M18AAP inhibitor: 1; NALP1 inh: -8; IDE inh: 5

Results for Cc1cc(NC(=O)Cc2c(F)cccc2Cl)no1 ?
p-CIP stab down: 9; MEKK3 PB1 HTS: 95; UBC9 SUMO inh: -12; IDE cell activ: 1; MEKK2wt PB1 HTS: 97; MEKK2mut PB1 HTS: -1; M18AAP inhibitor: -5; NALP1 inh: 5; IDE inh: 0

How did Cc1cc2cc(C)c(SCC(=O)NCc3ccco3)nc2cc1C do in these assays?
p-CIP stab down: 10; MEKK3 PB1 HTS: 98; UBC9 SUMO inh: -3; IDE cell activ: 4; MEKK2wt PB1 HTS: 95; MEKK2mut PB1 HTS: -7; M18AAP inhibitor: 5; NALP1 inh: 4; IDE inh: -2

How did O=C(Nc1nc2cc3c(cc2s1)OCCO3)c1ccc([N+](=O)[O-])o1 do in these assays?
p-CIP stab down: -41; MEKK3 PB1 HTS: 99; UBC9 SUMO inh: 18; IDE cell activ: 8; MEKK2wt PB1 HTS: 100; MEKK2mut PB1 HTS: -5; M18AAP inhibitor: -1; NALP1 inh: 4; IDE inh: 1

How did C=CCn1cnc2c(oc3ccccc32)c1=O do in these assays?
p-CIP stab down: -7; MEKK3 PB1 HTS: 110; UBC9 SUMO inh: 3; IDE cell activ: 6; MEKK2wt PB1 HTS: 110; MEKK2mut PB1 HTS: 11; M18AAP inhibitor: -4; NALP1 inh: -24

What do the screens show for `NC(=O)c1ccc(N2CCCCCC2)c([N+](=O)[O-])c1`?
p-CIP stab down: -2; MEKK3 PB1 HTS: 106; UBC9 SUMO inh: 5; IDE cell activ: 1; MEKK2wt PB1 HTS: 107; MEKK2mut PB1 HTS: 7; M18AAP inhibitor: -8; NALP1 inh: -1; IDE inh: -1

A draw from above in order of length of the SMILES, highest first.
How did O=C(Nc1nc2cc3c(cc2s1)OCCO3)c1ccc([N+](=O)[O-])o1 do in these assays?
p-CIP stab down: -41; MEKK3 PB1 HTS: 99; UBC9 SUMO inh: 18; IDE cell activ: 8; MEKK2wt PB1 HTS: 100; MEKK2mut PB1 HTS: -5; M18AAP inhibitor: -1; NALP1 inh: 4; IDE inh: 1

Results for CCOC(=O)C1(CCSC)NC(c2ccco2)C2C(=O)N(CC)C(=O)C21 (stereo unspecified) ?
p-CIP stab down: -4; MEKK3 PB1 HTS: 100; UBC9 SUMO inh: -11; IDE cell activ: 8; MEKK2wt PB1 HTS: 94; MEKK2mut PB1 HTS: 2; M18AAP inhibitor: -1; NALP1 inh: -21; IDE inh: -2

How did Cc1cc2cc(C)c(SCC(=O)NCc3ccco3)nc2cc1C do in these assays?
p-CIP stab down: 10; MEKK3 PB1 HTS: 98; UBC9 SUMO inh: -3; IDE cell activ: 4; MEKK2wt PB1 HTS: 95; MEKK2mut PB1 HTS: -7; M18AAP inhibitor: 5; NALP1 inh: 4; IDE inh: -2

How did S=C(NC1CCCCC1)NC1CC2C=CC1C2 (stereo unspecified) do in these assays?
p-CIP stab down: 0; MEKK3 PB1 HTS: 104; UBC9 SUMO inh: 3; MEKK2wt PB1 HTS: 102; MEKK2mut PB1 HTS: 8; M18AAP inhibitor: -5; IDE inh: -7
